Source: PubChem BioAssay
EWS-Fli block: EWS/Fli transcriptional activity inhibition. A673 NR0B1-luciferase reporter, viability-normalised. inhibition, % at 12.6 µM. 0.67% of 350,000 active. AID 651661;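 active = mean inhibition of at least 50% after viability correction, with every replicate also passing that limit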;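 note: firefly luciferase signal divided by Alamar Blue viability fluorescence both relative to DMSO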
Casp6 inh: caspase-6 (human) enzyme inhibition | AID 686996 | purified caspase-6, Z-VEID-R110 cleavage fluorescence | 0.53% of 350,000 active | inhibition, % at 12.5 µM;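 active = mean inhibition across replicates at least about 35%, with every replicate also reaching that limit, limit read from the data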;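 note: 0% = median of neutral control wells and 100% = no fluorescence left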
Target sequence (P55212 24-179 limits assumed): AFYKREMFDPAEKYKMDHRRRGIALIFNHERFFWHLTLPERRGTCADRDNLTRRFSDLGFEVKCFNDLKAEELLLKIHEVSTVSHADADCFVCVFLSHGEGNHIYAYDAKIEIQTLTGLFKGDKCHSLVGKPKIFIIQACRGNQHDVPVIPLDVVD
Target sequence (P55212 194-293 limits assumed): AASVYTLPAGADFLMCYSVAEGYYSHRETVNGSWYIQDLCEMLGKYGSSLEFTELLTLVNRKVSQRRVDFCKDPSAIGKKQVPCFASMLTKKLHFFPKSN
PGC1a acetyl inh: PGC1a acetylation modulation, inhibitor mode | U2OS PGC1a acetylation, AlphaScreen anti-acetyl-lysine; with virally co-expressed GCN5 acetyltransferase | inhibition, % at 15.6 µM | 0.17% of 350,000 active | AID 651687;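 active = every replicate shows inhibition of at least 40%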;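 note: 0% = neutral control wells and 100% = positive control wells; some results beyond the cut were filed as inactive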
miR-122 sensor: miR-122 inhibition in Huh7 cells. Huh7 miR-122 Renilla luciferase sensor, 48 h; neutral wells = 0, positive control = 100. activation (reporter increase), % at 12.5 µM. 0.3% of 340,000 active;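 active = mean replicate activation score at least 90 and every replicate individually at or above 90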;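 note: higher luciferase means less miR-122 activity so hits act as miR-122 inhibitors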
Cneo AK release: causes C. neoformans cell lysis; lysis activity, % at 15 µM; AID 651654; adenylate kinase release luminescence, 4 h; normalised: neutral wells 0, clomiphene wells 100; 0.2% of 360,000 active;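 active = mean lysis activity across replicates of at least 80%, whatever share of replicates individually reach that level; inactive = mean lysis activity below 80%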
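Material: C. neoformans cells | Amount: Yeast cell density of 5 × 10^6 cells/mL | Medium: Fresh YPD growth medium | Dosing: Single dose | Times: Static 4 h at 37 °C with compound, 1 h detection | Detection: AK luminescence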
FN deposit inh: fibronectin deposition inhibition; inhibition, % at 12.6 µM; 0.086% of 350,000 active; AID 743247; AH1F fibroblasts, Alexa488-fibronectin deposition fluorescence, overnight;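 active = mean inhibition across replicates of 30% or more, regardless of how many single replicates reach that level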;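 note: positive control wells lacked labelled fibronectin entirely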
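Measured by – fluorescence 485/525 nm · System – AH1F fibroblast monolayer, labelled fibronectin deposition · Amount – 10000 cells per well · Buffer or medium – serum-reduced DMEM (2% serum) · Doses – single dose, pinned · Also added – fluorescent fibronectin at 24 nM final · Schedule – 1 h cell attachment, overnight exposure to compound and label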
PAX8 reporter: PAX8 transcriptional activity inhibition; RMG-I TPO-luciferase reporter, SteadyGlo, 24 h; inhibition, % at 12.6 µM; 1.2% of 360,000 active;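 active = mean replicate inhibition at least 60% with every replicate also reaching 60%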;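 note: luciferase light reporting Pax8 driven TPO promoter activity; plate controls were median of neutral control wells for no effect and mitoxantrone controls for full effect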
LGR2 antag: inhibitors of bursicon-induced Drosophila LGR2 receptor cAMP signaling; HEK293 LGR2, CRE-luciferase, bursicon-stimulated, 4 h; AID 720647; inhibition, % at 9.99 µM; 0.35% of 380,000 active;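 active = drop in luminescence signal, shown as inhibition above about 50% in the replicate tests, limit read from the data, passing the limit was not always enough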;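 note: agonist challenge used bursicon conditioned medium at about half maximal strength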
* hit, by the source's call; x = no result given; & = joins results of further samples; [ ] = remark or other dose.

SMILES | EWS-Fli block | Casp6 inh | PGC1a acetyl inh | miR-122 sensor | Cneo AK release | FN deposit inh | PAX8 reporter | LGR2 antag
COc1ccc(-c2ccccc2[C@@H]2[C@@H](CO)N(C(=O)NC(C)C)[C@H]2C#N)cc1 | -3 | -1 | -12 | x | x | -7 | x | -20
CCOC(=O)c1nc(NNC(=O)c2ccc([N+](=O)[O-])cc2)sc1C | -18 | -5 | 7 | -8 | 4 | 10 | 54 | 4
Cc1nnc(SCc2cccc(Cl)c2)n(N)c1=O | -3 | 4 | 11 | x | x | -2 | -5 | 16
Cc1ccc2c(c1)c1c(n2CC(O)CNC2CCCC2)CCCC1 (stereo unspecified) | -2 | -1 | -6 | -6 | -4 | -7 | 0 | 25
CCOc1ccc(CNC(=O)CS(=O)(=O)Cc2nc(-c3ccc(OC)cc3)oc2C)cc1 | 3 | -1 | x | x | 3 | 4 | 24 | -4
COCC(=O)N(C)C[C@@H]1Oc2ncc(C#Cc3ccncc3)cc2C(=O)N([C@H](C)CO)C[C@H]1C | -13 | 2 | 5 | -3[16.7 µM] | -2 | x | x | -8
CCN(CC)c1ccc(C(=S)N2CCN(c3ccccc3)CC2)cc1 | x | x | -7 | 0 | 3 | 14 | x | x
C[C@@H]1CN([C@H](C)CO)C(=O)c2cc(NC(=O)CCCN(C)C)ccc2O[C@@H](C)CCCCO[C@H]1CN(C)Cc1ccccc1 | -2 | -1 | -6 | 11[16.7 µM] | 0 | -5 | -3 | 8
CNC(=O)C[C@@H]1CC[C@H]2[C@@H](COC[C@H](O)CN2C(=O)Nc2cccc(OC)c2)O1 | -7 | -1 | 1 | 6[16.7 µM] | -3 | -17 | 1 | 10
O=C(CCCN1CCC(c2ccccc2)C1)c1ccc2c(c1)OCCO2 (stereo unspecified) | x | x | 0 | -4 | -2 | x | x | -15
C[C@@H]1O[C@@H](O[C@H]2[C@H](O[C@H]3C[C@]4(C)C(C[C@@H](O)C5C([C@]6(C)CC[C@@H](C(C)(C)O)O6)CC[C@]54C)[C@@]4(C)CC[C@H](O)C(C)(C)C34)O[C@H](CO)[C@@H](O)[C@@H]2O)[C@H](O)[C@H](O)[C@H]1O (stereo partly specified) | -3 | 16 | x | x | -7 | 6 | -6 | -30
CCCCc1ccc(S(=O)(=O)NC(=O)C2(C)CCN2C(=O)CCc2cccs2)cc1 (stereo unspecified) | -5 | 3 | x | -23 | 0 | x | -1 | -5
O=C(NCc1ccccn1)C(=O)NCC1OCCCN1S(=O)(=O)c1ccc(F)cc1 (stereo unspecified) | x | -1 | 2 | -3 | 2 | 1 | -11 | 7
NCCCCCCNC(=O)[C@H]1C[C@H]2C(=O)N[C@@H](Cc3ccccc3)C(=O)N2[C@H]1c1cccc(OCCO)c1 | -22 | -2 | 2 | x | 49 | x | 3 | x
CN1/C(=C\C(=O)COC(=O)Cn2nnc(-c3ccccc3)n2)C(C)(C)c2ccccc21 | x | x | 5 | -3 | 1 | -14 | 6 | x
CN(C)CCN(C(=O)c1ccc2c(c1)CCCC2)c1nc2c(F)cccc2s1 | -46 | 1 | x | -6 | -2 | -2 | -14 | -18
Cc1ccc(C)c(S(=O)(=O)N2CCN(C(=O)c3cccn3C)CC2)c1 | -1 | 8 | -2 | 1 | -2 | 1 | 1 | 6
C[C@@H]1CN([C@@H](C)CO)C(=O)c2ccccc2-c2ccccc2CO[C@@H]1CN(C)S(C)(=O)=O | -6 | 1 | 4 | x | -4 | -3 | -25 | -4
COc1ccc(C(CC(=O)N2CCCCC2)c2c(OC)cc(OC)c3ccc(=O)oc23)cc1 (stereo unspecified) | 8 | -2 | 13 | 4 | -4 | 4 | 7 | -26
CNC(=S)N(CCc1c(C)[nH]c2ccc(C)cc12)Cc1cc(OC)c(OC)c(OC)c1 | 8 | -1 | -34 | 5 | -1 | 4 | 27 | -9
N#Cc1cc(S(=O)(=O)c2ccc(F)cc2)c(N)[nH]c1=O | 14 | 2 | x | x | -2 | 5 | 1 | 6
COc1cc2c(cc1OC)CN(C(=O)c1ccc(S(=O)(=O)N3CCCCC3)cc1)CC2 | 5 | x | -8 | -4 | -7 | x | 18 | 7
CCCN1C[C@H](C)[C@@H](OC)CN(C)C(=O)c2cc(NC(=O)Nc3cccc(F)c3)ccc2OC[C@H]1C | 8 | x | -7 | 23[16.7 µM] | 2 | 8 | 7 | -2
O=C(NCC[C@@H]1CC[C@@H](NC(=O)C2CCC2)[C@@H](CO)O1)c1cc(Cl)cc(Cl)c1 | -3 | -2 | -3 | x | 0 | 7 | -4 | 6
C[C@H]1CN([C@@H](C)CO)C(=O)c2cccc(NS(C)(=O)=O)c2O[C@@H]1CN(C)C(=O)NC1CCCCC1 | -1 | 0 | 5 | 5[16.7 µM] | 0 | x | -14 | -3
N#CC1=C2SCN(c3ccccc3)CN2C(=O)CC1c1cccs1 (stereo unspecified) | x | x | 0 | -1 | -1 | 0 | -3 | x
CN(C(=O)c1cccc(NC(=O)Cc2cccc(NC(=O)C3CCN(C(=O)CCc4ccccc4)CC3)c2)c1)C1CC1 | 0 | -2 | x | x | 1 | 3 | 16 | 2
O=C(c1cccc(F)c1)N1CC2(C1)[C@H](c1ccccc1)[C@H](CO)N2C(=O)C1CCCCC1 | 3 | 0 | 3 | x | x | -13 | 3 | 15
COc1ccccc1N(C(=O)c1snc(C(N)=O)c1N)C(C(=O)NCc1ccccc1)c1ccc(C)o1 (stereo unspecified) | 14 | 5 | x | 19 | -2 | -7 | 8 | 13
Cc1ccc(N/N=C2/CCCNC2=O)cc1 | x | x | 6 | -1 | 0 | x | x | -11

Arranged by molar mass (high to low): part of the list above.
SMILES | EWS-Fli block | Casp6 inh | PGC1a acetyl inh | miR-122 sensor | Cneo AK release | FN deposit inh | PAX8 reporter | LGR2 antag
CN(C(=O)c1cccc(NC(=O)Cc2cccc(NC(=O)C3CCN(C(=O)CCc4ccccc4)CC3)c2)c1)C1CC1 | 0 | -2 | x | x | 1 | 3 | 16 | 2
COc1ccccc1N(C(=O)c1snc(C(N)=O)c1N)C(C(=O)NCc1ccccc1)c1ccc(C)o1 (stereo unspecified) | 14 | 5 | x | 19 | -2 | -7 | 8 | 13
C[C@H]1CN([C@@H](C)CO)C(=O)c2cccc(NS(C)(=O)=O)c2O[C@@H]1CN(C)C(=O)NC1CCCCC1 | -1 | 0 | 5 | 5[16.7 µM] | 0 | x | -14 | -3
C[C@@H]1CN([C@@H](C)CO)C(=O)c2ccccc2-c2ccccc2CO[C@@H]1CN(C)S(C)(=O)=O | -6 | 1 | 4 | x | -4 | -3 | -25 | -4
COc1ccc(C(CC(=O)N2CCCCC2)c2c(OC)cc(OC)c3ccc(=O)oc23)cc1 (stereo unspecified) | 8 | -2 | 13 | 4 | -4 | 4 | 7 | -26
O=C(c1cccc(F)c1)N1CC2(C1)[C@H](c1ccccc1)[C@H](CO)N2C(=O)C1CCCCC1 | 3 | 0 | 3 | x | x | -13 | 3 | 15
O=C(NCC[C@@H]1CC[C@@H](NC(=O)C2CCC2)[C@@H](CO)O1)c1cc(Cl)cc(Cl)c1 | -3 | -2 | -3 | x | 0 | 7 | -4 | 6
CN(C)CCN(C(=O)c1ccc2c(c1)CCCC2)c1nc2c(F)cccc2s1 | -46 | 1 | x | -6 | -2 | -2 | -14 | -18
Cc1ccc(C)c(S(=O)(=O)N2CCN(C(=O)c3cccn3C)CC2)c1 | -1 | 8 | -2 | 1 | -2 | 1 | 1 | 6
N#CC1=C2SCN(c3ccccc3)CN2C(=O)CC1c1cccs1 (stereo unspecified) | x | x | 0 | -1 | -1 | 0 | -3 | x
N#Cc1cc(S(=O)(=O)c2ccc(F)cc2)c(N)[nH]c1=O | 14 | 2 | x | x | -2 | 5 | 1 | 6
Cc1ccc(N/N=C2/CCCNC2=O)cc1 | x | x | 6 | -1 | 0 | x | x | -11

The results go on.
SMILES | EWS-Fli block | Casp6 inh | PGC1a acetyl inh | miR-122 sensor | Cneo AK release | FN deposit inh | PAX8 reporter | LGR2 antag
COc1cccc(C(=O)Nc2ccc3c(c2)OC[C@H](C)N(CCc2ccccc2)C[C@H](C)[C@H](OC)CN(C)C3=O)c1 | 5 | -2 | -12 | x | 42 | 16 | -15 | 15
CC(C)(C)c1ccc(C(=O)NCc2nnc(SCC(=O)NCc3ccco3)o2)cc1 | x | 8 | -1 | 1 | -2 | x | 5 | 15
O=C(N[C@H](C(=O)N1CCC[C@H]1C(=O)NC1CCCC1)C1CCCCC1)c1nccs1 | -7 | 1 | x | x | x | 0 | -12 | -4
CN(C)CCCNC(CC(=O)Nc1cccc([N+](=O)[O-])c1)C(=O)O (stereo unspecified) | 1 | -10 | -7 | -5 | 2 | 15 | 43 | -18
O=[N+]([O-])c1cc(C(F)(F)F)ccc1NCCc1c[nH]c2ccccc12 | x | x | -16 | -4 | x | -7 | 8 | -9
O=C(NC[C@@H]1CC[C@H]2[C@H](CN2C(=O)Cc2ccncc2)O1)C1CCOCC1 | -1 | 1 | 2 | x | x | x | -15 | x
CC1(C)CC(=O)C=C(Nc2ccc(Cl)cc2)C1 | -8 | 1 | 9 | -14 | -1 | -4 | 9 | 13
COc1ccc(CC(=O)n2nc(-c3cccnc3)nc2N)cc1 | x | x | 6 | 2 | 2 | -1 | 3 | x
COC(=O)c1c(NC(=O)COC(=O)c2ccc(C)s2)sc2c1CCCCC2 | -1 | 0 | 2 | -3 | 2 | 1 | 6 | 16
COc1ccc(S(=O)(=O)N[C@H]2CC[C@H](CC(=O)NCCc3ccccc3)O[C@@H]2CO)cc1 | -6 | 1 | -3 | x | -1 | 3 | 3 | -7
COC(=O)C1=C(C)NC2=C(C(=O)CC(C)(C)C2)C1c1cccc(C)n1 (stereo unspecified) | x | x | 4 | -2 | 1 | 4 | x | x
COc1ccccc1C#Cc1ccc2c(c1)O[C@H](CN(C)Cc1ccncc1)[C@H](C)CN([C@@H](C)CO)S2(=O)=O | 14 | 31 | 7 | 4[16.7 µM] | -2 | x | 2 | -4
COc1ccc(CCNc2oc(COc3ccc(Br)cc3)nc2C#N)cc1OC | 2 | -1 | -5 | -2 | -1 | -39 | 23 | 5
O=C(NN=Cc1ccccc1O)c1cccc([N+](=O)[O-])c1 | 0 | -1 | 40 | -3 | -1 | 17 | 32 | -22
COC(=O)c1ccc2c(=O)n(CCCCCC(=O)N3CCN(c4ccccc4)CC3)c(=O)[nH]c2c1 | x | x | x | -3 | 0 | 0 | -4 | x
COC(=O)C(C)n1nnc2sc(-c3ccccc3)cc2c1=O (stereo unspecified) | -16 | 2 | -2 | x | x | -2 | -51 | -80
CN(C(=O)CN1C(=O)S/C(=C\c2ccc(Cl)cc2)C1=O)C1CCS(=O)(=O)C1 (stereo unspecified) | x | 1 | x | -4 | 2 | 1 | 9 | -3
O=C(NC1CC1)c1cccc(NC(=O)C2CCN(S(=O)(=O)c3ccccc3C(F)(F)F)CC2)c1 | -12 | 1 | -4 | 0 | 0 | -10 | 10 | 1
COc1cccc(-c2ccc(C3[C@@H]4CN(C(=O)C5CCOCC5)C[C@H]3N4)cc2)c1 (stereo partly specified) | -5&-7 | x | 6&6 | x | x | -9&-2 | -20&-8 | -18&-32
Cc1nc(-c2ccc(NC(=O)C3CC3)cc2)cs1 | -114 | 3 | 19 | -4 | -12 | 2 | -171 | -77
O=S(=O)(N[C@@H]1CC[C@@H](CCn2cc(-c3cccnc3)nn2)O[C@H]1CO)c1ccc(Cl)cc1 | 23 | 2 | 0 | x | -3 | 7 | 3 | 4
O=C(O)c1cccc(Nc2nc(C(F)(F)F)nc3ccccc23)c1 | -4 | 0 | 2 | x | x | 2 | -25 | 18
